FECH inh = inhibitors of human ferrochelatase. actives 3.3% (n = 20,000). calls only at 10 µM (by protocol). P22830. purified FECH, Ni-mesoporphyrin absorbance 550 nm;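 active = enzyme reaction rate more than 3 SD below the solvent-only control wells on the same plate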;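 note: lower slope than DMSO wells means FECH inhibition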
Target sequence (P22830 whole entry, looked up): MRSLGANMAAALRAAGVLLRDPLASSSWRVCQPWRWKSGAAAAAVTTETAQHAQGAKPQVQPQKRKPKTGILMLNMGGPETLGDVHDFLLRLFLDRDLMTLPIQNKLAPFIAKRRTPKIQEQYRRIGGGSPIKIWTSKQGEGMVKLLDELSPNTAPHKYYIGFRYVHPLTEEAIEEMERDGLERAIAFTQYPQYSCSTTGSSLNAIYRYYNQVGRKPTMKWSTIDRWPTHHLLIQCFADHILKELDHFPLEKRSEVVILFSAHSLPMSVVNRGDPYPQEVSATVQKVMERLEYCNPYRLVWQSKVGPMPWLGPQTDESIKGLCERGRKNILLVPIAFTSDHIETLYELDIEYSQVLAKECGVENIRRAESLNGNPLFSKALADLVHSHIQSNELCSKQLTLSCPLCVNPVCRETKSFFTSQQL
Calls only; i = inactive; + = active, no number.

FECH inh | Compound
i | Cc1ccccc1CC1(C(=O)O)CCCN(c2cc(C3CC3)ncn2)C1 (stereo unspecified)
i | O=C(C1CCCN(c2ncnc3c2nc2n3CCCCC2)C1)N1CCN(c2ncccn2)CC1 (stereo unspecified)
i | COCCNC(=O)c1[nH]cnc1C(=O)NC(C)C
i | CCn1nccc1NC(=O)c1cccc(CN2CCC(N(C)C(C)=O)C2)c1 (stereo unspecified)
i | Cc1nc(-c2ccc(C(=O)N3CCCC3C(=O)Nc3cccc(C)c3C)cc2)no1 (stereo unspecified)
i | O=S(=O)(CCn1cnc(-c2ccccc2)c1-c1cnc[nH]1)N1CCCC1
i | CCN(CC1CCCO1)C(=O)c1cc(C)nc2c(C)cccc12 (stereo unspecified)
i | Cc1nc(C(C)NC(=O)c2ccccc2-c2ccccc2)n[nH]1 (stereo unspecified)
i | CN(C)S(=O)(=O)c1ccc2c(c1)N(CC(=O)NCCN1CCCCC1)C(=O)C1CCCCN21 (stereo unspecified)
i | CCCCn1ncc2c1NC(=O)CC2c1ccc(OCC(N)=O)c(Cl)c1 (stereo unspecified)
i | COc1ccccc1CN(Cc1cccnc1)Cc1sccc1C
i | Cc1cc2ccccc2nc1N1CCN(Cc2cnn3cccnc23)CC1
i | O=C(NCc1cccnc1-n1ccnc1)c1cnc2ccccn12
i | NC1(C(=O)O)CCN(Cc2cccn2-c2ccncc2)C1 (stereo unspecified)
i | Cc1cnc(C)c(Oc2ccccc2CN2CCN(C)CC2)n1

Not a retest: seven of the compounds above.
FECH inh | Compound
i | Cc1ccccc1CC1(C(=O)O)CCCN(c2cc(C3CC3)ncn2)C1 (stereo unspecified)
i | O=C(C1CCCN(c2ncnc3c2nc2n3CCCCC2)C1)N1CCN(c2ncccn2)CC1 (stereo unspecified)
i | COCCNC(=O)c1[nH]cnc1C(=O)NC(C)C
i | CCn1nccc1NC(=O)c1cccc(CN2CCC(N(C)C(C)=O)C2)c1 (stereo unspecified)
i | Cc1nc(-c2ccc(C(=O)N3CCCC3C(=O)Nc3cccc(C)c3C)cc2)no1 (stereo unspecified)
i | O=S(=O)(CCn1cnc(-c2ccccc2)c1-c1cnc[nH]1)N1CCCC1
i | CCN(CC1CCCO1)C(=O)c1cc(C)nc2c(C)cccc12 (stereo unspecified)

Returning to the listing, repeating the 3 entries before the break.
FECH inh | Compound
i | O=C(NCc1cccnc1-n1ccnc1)c1cnc2ccccn12
i | NC1(C(=O)O)CCN(Cc2cccn2-c2ccncc2)C1 (stereo unspecified)
i | Cc1cnc(C)c(Oc2ccccc2CN2CCN(C)CC2)n1
i | COc1ccc(OC)c(CNC(=O)[C@@H]2C[C@H](NC(=O)c3ccco3)CN2C)c1
i | COC(=O)[C@]1(C)N[C@H](c2cccc(-c3ccco3)c2)[C@@H]2C(=O)N(C)C(=O)[C@@H]21
+ | Cc1ccc(NC(=O)CN2c3ccc(Br)cc3-c3ccccc3S2(=O)=O)cc1
i | CCN(CC)c1ncc(NS(=O)(=O)c2ccccc2)cc1C(=O)O
i | CCOc1ccc(-n2c(CN3CCNCC3)nc3cccnc32)cc1
i | Cc1cccc(NC(=O)CN2C(=O)CC(c3ccccc3)=Nc3ccccc32)c1
i | CCc1ccc(NC(=O)NCCc2nc3cccnc3n2Cc2ccc(C)cc2)cc1
i | O=C(O)c1cccnc1CN1CCN(c2ccccc2-c2ccccc2)CC1
i | Cc1ccc(CNC(=O)C2(C)Cn3nc(C(=O)NC4CCCC4)cc3C(=O)N2C)cc1 (stereo unspecified)
i | COC(=O)[C@H]1C[C@@H](O)CCN1CCOCc1ccccc1
i | Cc1nc(N2CCCC2)nc(N2CCOCC(CN(C)C)C2)c1C (stereo unspecified)
i | Nc1ccnc(NCc2ccc3[nH]c4c(c3c2)CCCCCC4)n1
i | COc1cccc(CN(C)Cc2noc(C3CCC3)n2)c1O
i | COc1ccc(CN2CCCN(CC(=O)Nc3ccc(Br)cc3)S2(=O)=O)cc1
i | CCOc1ccc(-c2nc(CSc3nc(-c4ccccc4)cc(=O)[nH]3)c(C)o2)cc1

Rewritten with bars between the fields: part of the list above
Compound | FECH inh
Cc1cccc(NC(=O)CN2C(=O)CC(c3ccccc3)=Nc3ccccc32)c1 | i
CCc1ccc(NC(=O)NCCc2nc3cccnc3n2Cc2ccc(C)cc2)cc1 | i
O=C(O)c1cccnc1CN1CCN(c2ccccc2-c2ccccc2)CC1 | i
Cc1ccc(CNC(=O)C2(C)Cn3nc(C(=O)NC4CCCC4)cc3C(=O)N2C)cc1 (stereo unspecified) | i
COC(=O)[C@H]1C[C@@H](O)CCN1CCOCc1ccccc1 | i
Cc1nc(N2CCCC2)nc(N2CCOCC(CN(C)C)C2)c1C (stereo unspecified) | i

Remaining list, next part.
FECH inh | Compound
i | CCc1c(C)nc2ncnn2c1Sc1ccc(NS(=O)(=O)c2ccc(OC)c(OC)c2)cc1
i | Cc1cc(C)n2nc(CN(c3ccc(F)cc3)S(=O)(=O)c3ccccc3)nc2n1
+ | CC(C)c1ccc2c(c1)-c1ccccc1S(=O)(=O)N2CC(=O)Nc1cccc(F)c1
i | C[C@]12CC3CC(C(=O)N4CCc5sccc5C4)(C1)C[C@@](C)(C3)C2
i | COC(C)c1ccc(-c2cc(C(=O)O)cc(S(=O)(=O)N3CCCC3)c2)cc1 (stereo unspecified)
i | CCOCCn1cnc(-c2ccccc2)c1-c1ccc(-c2ccn[nH]2)s1
i | CCc1ccc(Cn2c(CNS(=O)(=O)c3ccc(C(C)(C)C)cc3)nc3cccnc32)cc1
i | CC(=O)Nc1ccsc1C(=O)N1CCC(Cc2cccc(C(N)=O)c2)C1 (stereo unspecified)
i | CCN(CCc1nc2ccc(OC)cc2[nH]1)C(=O)c1cc(C)nc(C)n1
i | Cc1cccc(-c2nnc(-c3nc(NC(C)C(=O)N4CCCCC4)c4ccccc4n3)o2)c1 (stereo unspecified)
i | COC(=O)[C@@H]1CCCN1Cc1cnc2c(-c3ccccc3)cnn2c1
i | Cc1ccc2nc(CCNC(=O)[C@@]34CC[C@@](C)(OC3=O)C4(C)C)[nH]c2c1
i | Cc1ccsc1[C@@H]1CCN(C(=O)CCc2nc3ccccc3[nH]c2=O)C[C@H]1O

An excerpt; the hit share may differ from the screen's.
